Screens from PubChem BioAssay.
D3 antag = antagonists of human D3 dopamine receptor. P35462. D3R cells, DiscoveRx beta-arrestin luminescence, antagonist mode; stronger effect = lower value. max response, negative = inhibition, %. 2.5% of 360,000 active; in the data active = max response below about -50%; inconclusive = no clear call, values can overlap the other calls; also: % is scaled to controls: 0 for no effect and ±100 for the full control effect; mostly tested at two doses, the higher about 12 µM
Target sequence (P35462 whole entry, looked up): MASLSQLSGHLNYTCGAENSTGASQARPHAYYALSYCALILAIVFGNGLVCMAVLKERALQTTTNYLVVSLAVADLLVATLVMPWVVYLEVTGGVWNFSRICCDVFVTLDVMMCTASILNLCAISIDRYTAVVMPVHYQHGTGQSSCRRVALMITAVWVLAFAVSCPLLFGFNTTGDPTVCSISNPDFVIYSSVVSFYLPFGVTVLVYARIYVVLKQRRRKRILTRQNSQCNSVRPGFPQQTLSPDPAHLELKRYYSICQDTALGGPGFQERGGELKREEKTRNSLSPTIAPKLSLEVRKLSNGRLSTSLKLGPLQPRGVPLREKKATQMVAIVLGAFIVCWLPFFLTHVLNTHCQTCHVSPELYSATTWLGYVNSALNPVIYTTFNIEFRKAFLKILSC
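Cells expressing the human receptor were seeded at 1500 cells/well, incubated overnight at 37 degrees C in 5% CO2, then exposed to library compounds with dopamine controls for 90 minutes at 37 degrees C before luminescent detection.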
PTHR1 ag = agonists of human PTHR1 parathyroid hormone receptor | Potency, µM (doses to about 115 µM), without a hit: at the top dose activation, usual class: activators | Q03431 | 0.075% of 410,000 active | HEK293 GP2 PTHR1 cells, GloSensor cAMP luminescence, 1 h; also: potency is read from the fitted curve at half-maximal effect; nearly all actives have a fitted effect of over 55% in size; some results filed as inactive show a strong effect at the top dose; inactives centre near -15; many of its hits are not listed in these tables
Target sequence (Q03431 whole entry, looked up): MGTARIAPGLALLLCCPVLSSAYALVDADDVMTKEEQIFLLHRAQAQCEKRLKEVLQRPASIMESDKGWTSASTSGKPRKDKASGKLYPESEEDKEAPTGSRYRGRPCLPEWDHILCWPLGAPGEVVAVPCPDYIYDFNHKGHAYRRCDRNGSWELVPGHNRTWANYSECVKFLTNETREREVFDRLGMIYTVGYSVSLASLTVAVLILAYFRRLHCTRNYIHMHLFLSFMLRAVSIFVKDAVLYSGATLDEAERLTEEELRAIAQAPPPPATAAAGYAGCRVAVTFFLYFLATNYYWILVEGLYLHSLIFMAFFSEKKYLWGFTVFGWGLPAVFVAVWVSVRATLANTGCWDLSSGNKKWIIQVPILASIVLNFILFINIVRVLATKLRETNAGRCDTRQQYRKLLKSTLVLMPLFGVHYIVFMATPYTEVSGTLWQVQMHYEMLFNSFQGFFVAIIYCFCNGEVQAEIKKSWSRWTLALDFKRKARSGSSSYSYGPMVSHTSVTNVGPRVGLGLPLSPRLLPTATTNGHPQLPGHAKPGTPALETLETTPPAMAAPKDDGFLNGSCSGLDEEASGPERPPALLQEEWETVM
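HEK-293-derived GP2 cells expressing PTHR1 and a GloSensor cAMP reporter, 3,000/well, plated overnight, given luciferin plus IBMX (each 0.5 mM as added) for 1 h at 37 °C, then compound for 1 h at 37 °C. Luminescence was read after 15 min at room temperature.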
pAkt inh = blocks phosphorylation of Akt | activity change, % for hits at 50 µM | Neuro2A IGF-stimulated pAkt S473 HTRF, 20 min; stronger effect = lower value | 0.32% of 360,000 active | AID 651550; in the data active = activity change below about -80%; inconclusive = mostly about -51% to -80%; also: % is scaled to controls: 0 for no effect and ±100 for the full control effect
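Neuro2A cells (4,500/well, DMEM with 0.5% FBS) were treated with compound at a single 50 µM final concentration, stimulated with 6 nM IGF for 20 min at 37 °C, and lysed. Phospho-Akt Ser473 was read by HTRF as 665/615 ratio ×10^4.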
MmCpn inh = M. maripaludis TRiC chaperonin inhibition; purified Mm-Cpn ATPase, ADP Transcreener TR-FRET; Potency, µM (series often up to 76.9 µM), inactives show at the top dose activity, negative = inhibition, usual class: inhibitors; 0.031% of 330,000 active; also: potency is read from the fitted curve at half-maximal effect; % is scaled to controls: 0 for no effect and ±100 for the full control effect; nearly all actives have a fitted effect of over 80% in size
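ATPase read-out: TR-FRET ADP immunoassay (anti-ADP Eu cryptate vs ADP-d2), ex 320 nm, em 590/665 nm; signal drops as ADP forms. Enzyme 25 nM, ATP 10 uM, 30 min at 37°C after 10 min compound preincubation.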
EPAC2 antag = EPAC2 (human) antagonism | 0.18% of 360,000 active | EPAC2 GEF exchange of Rap1B-BODIPY-GDP, fluorescence | Potency, µM (highest dose often 114 µM), for the others: top-dose activity, negative = inhibition, actives largely listed as inhibitors; also: potency is read from the fitted curve at half-maximal effect; % is scaled to controls: 0 for no effect and ±100 for the full control effect; nearly all actives have a fitted effect of over 45% in size; many of its hits are not listed in these tables
EPAC2 agonist = agonists of human EPAC2 (RAPGEF4); Q8WZA2; EPAC2 activation, biochemical qHTS; response scale: 100% = 6.5 mM cAMP response; Potency, µM (top dose mostly 154 µM), inactives show at the top dose activation, usual class: activators; 0.079% of 360,000 active; AID 720711; also: potency is read from the fitted curve at half-maximal effect; nearly all actives have a fitted effect of over 50% in size
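Fluorescence exchange assay: 100 nM EPAC2 with 250 nM RAP1B-BODIPY-GDP and 50 uM GDP; compounds tested as a concentration-titration series (qHTS). Loss of Rap1-bound BODIPY-GDP fluorescence read at 480/540 nm; data normalized to 6.5 mM cAMP.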
CCT modulator = modulators of cytosolic chaperonin (CCT/TRiC) activity; AID 651819; 0.3% of 360,000 active; purified chaperonin ATPase assay, HTRF ADP detection, 30 min; activity change, % (no concentration beside the values), hits read low; in the data active = activity change below about -30%; also: % is scaled to controls: 0 for no effect and ±100 for the full control effect
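Nucleotide hydrolysis assay: TRiC at 20–40 nM final (set by batch activity) with 10 uM ATP, 30 min at 37 °C, in presence of 76 uM compound. Detection by competitive ADP HTRF, 30 min ambient.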
DRD3 agonist = activates the human D3 dopamine receptor. max activation, %. 0.58% of 410,000 active. P35462. D3R DiscoveRx beta-arrestin cells, luminescence, 90 min; in the data active = max activation above about 30%; also: 0% is about no effect; mostly tested at two doses, the higher about 12 µM
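Agonist-mode cell screen: cells plated at 1500/well and incubated overnight at 37 °C, then exposed to library compounds for 90 min at 37 °C. Detection reagent was added for 30–60 min at room temperature, and luminescence was read.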
An asterisk follows results filed as active; i = inactive; ? = inconclusive; . = no result given; & = joins results of further samples; [ ] = dose if it differs, or a comment. Unless noted, calls follow the shape of the dose curve; as a rule, active = well fitted curve in the direction sought with a large enough effect; inconclusive = small, poorly fitted or top-dose-only effect, or another doubt; inactive = no such curve, though single readings can be large; an effect the other way counts as inactive or inconclusive. The list is partial. The share of hits here may be higher or lower than overall.

SMILES	D3 antag	PTHR1 ag	pAkt inh	MmCpn inh	EPAC2 antag	EPAC2 agonist	CCT modulator	DRD3 agonist
COC(=O)c1cc(S(=O)(=O)NCC2CCN(Cc3ccc(F)cc3)CC2)cn1C	11	-4%	i	3%	1%	4%	-0.4	-2&-20
CCOC(=O)C1=CN2CCC[C@H]2CC1=O	5	16%	i	-3%	17%	4%	-3.5	3
COc1cccc(CNC(=O)C2CCN(S(=O)(=O)c3ccc(-n4cnnn4)cc3)CC2)c1	-8	i	i	2%	10%	6%	2.6	-5
O=C(Nc1ccccc1)c1cccc(S(=O)(=O)Nc2ccccn2)c1	0	-12%	i	1%	-3%	-9%	-2.8	-3
COc1cccc(C2(O)CCN(C(=O)c3cccs3)CC2)c1	7	i	i	1%	1%	11%	-2.3	4
O=C(Nc1ccc(F)cc1)C(c1ccccc1)N1CCN(S(=O)(=O)c2c(F)cccc2F)CC1 (configuration not stated)	2	i	i	1%	0%	1%	1.4	2
C/C(=N\Nc1cc(-c2ccccc2)nc(-c2ccc(Br)cc2)n1)c1cccc(N)c1	?	-7%	i	.	7%	14%	-65*	0
Cc1cccc(N(CC(=O)N2CCN(C)CC2)S(=O)(=O)c2ccccc2)c1	3	i	i	-2%	-6%	6%	-0.6	-2
CCc1c(-c2ccccc2OC)ncn1Cc1cccc(-c2ccccc2)c1	3	i	i	.	-9%	6%	.	-8
CC(C)(C)C(C(=O)NC1CCCC1)N1CCN(c2ncccc2C#N)CC1 (configuration not stated)	?	i	i	.	4%	-6%	.	-4
CC(=O)N(CCC(Cc1ccccc1)c1ccc2c(c1)OCO2)Cc1ccccc1F (configuration not stated)	-4	-9%	i	1%	4%	14%	-1.7	-1
COc1ccc(/C=C2\Sc3ccc(C(=O)N4CCOCC4)cc3N(C)C2=O)cc1	12	-13%	.	2%	-9%	20%	-1.4	3
COc1ccc(NC(=O)c2c(C)noc2-c2snnc2C)cc1	-2	i	i	0%	0%	8%	-0.1	6
COc1ccc(C(=O)NCCOC(C)C)cc1OC1CCN(C(C)=O)CC1	-13	i	i	-2%	-4%	-4%	-0.6	4
O=C(Nc1cccc2[nH]c([C@H]3C[C@H](O)[C@@H](CO)O3)nc12)NC(c1ccccc1)c1ccccc1	16	-24%	i	.	5%	-3%	-2.9	1
O=C(Nc1cnccn1)c1ccncc1	-14	?	i	-1%	-4%	2%	-2.6	-34
COc1ccc(C(=O)NCCN2CCN(C(=O)c3ccc(OC)c(OC)c3)CC2)cc1OC	2	-9%	i	3%	1%	4%	-2.9	11
CCOC(=O)c1cc(NC(=O)Nc2ccccc2OC)c(C)nc1C	14	i	i	1%	-1%	-12%	1.2	-3
COc1ccc(OC)c(NC(=O)c2ccc3c(c2)C(=O)N(CC2CCCO2)C3=O)c1 (configuration not stated)	1	0%	i	0%	-7%	-3%	-23	-5
c1coc(CNc2c3c(nc4ncnn24)CCCC3)c1	21	-6%	i	-2%	0%	1%	-0.6	-1

Part of the list above in order of length of the SMILES, ascending.
SMILES	D3 antag	PTHR1 ag	pAkt inh	MmCpn inh	EPAC2 antag	EPAC2 agonist	CCT modulator	DRD3 agonist
COc1cccc(C2(O)CCN(C(=O)c3cccs3)CC2)c1	7	i	i	1%	1%	11%	-2.3	4
O=C(Nc1ccccc1)c1cccc(S(=O)(=O)Nc2ccccn2)c1	0	-12%	i	1%	-3%	-9%	-2.8	-3
COc1ccc(/C=C2\Sc3ccc(C(=O)N4CCOCC4)cc3N(C)C2=O)cc1	12	-13%	.	2%	-9%	20%	-1.4	3

Other results
SMILES	D3 antag	PTHR1 ag	pAkt inh	MmCpn inh	EPAC2 antag	EPAC2 agonist	CCT modulator	DRD3 agonist
O=C1COc2ccc(S(=O)(=O)N3CCN(c4ccccc4F)CC3)cc2N1	7	i	i	-1%	-7%	9%	-2.0	4
COc1ccc(COC(=O)NC2CCN(S(=O)(=O)c3ccc(OC)cc3)CC2)cc1	5	i	i	0%	-1%	9%	0.5	1
Cc1ccc(S(=O)(=O)NC(C)C(=O)Nc2ccc3c(c2)OCO3)cc1 (configuration not stated)	-14	i	i	1%	4%	5%	0.3	7
S=C(NCCNC(=S)Nc1ccccc1Cl)Nc1ccccc1Cl	-11	-25%	i	-1%	4%	5%	1.5	-8
COC(=O)COc1ccc2c(c1)O/C(=C\c1ccco1)C2=O	-19	-20%	i	-3%	6%	13%	-1.1	1
Cc1c(NC(=O)c2ccc(Cl)c([N+](=O)[O-])c2)cccc1-n1cnnn1	?	-17%	i	1%	-4%	-2%	-0.1	-11
CCOC(=O)c1c(NC(=O)COC(=O)c2ccc(S(=O)(=O)C(F)F)cc2)sc(C(=O)N(C)C)c1C	13	-12%	i	.	-8%	2%	-1.4	0
CC1=C(C)CC2(SC1)C(=O)N(c1ccccc1)N=C2N (configuration not stated)	-21	-78%[inhibitor]	i	-6%	14%	7%	0.0	-11
c1cnc(N2CC[N+]3(CCCC3)CC2)nc1	-25	i	i	0%	-2%	9%	-1.4	1
CCOC(=O)[C@]12CCC=C1N(Cc1ccc3c(c1)OCO3)C(=O)[C@H](CC(=O)N1CCC(c3ccccc3)CC1)C2	1	-1%	i	.	5%	14%	-0.6	3
CCOc1ccc(-n2cnc3sc(C)c(C)c3c2=O)cc1	0	-2%	i	1%	3%	1%	-1.2	4
O=C(NCCOc1ccccc1F)C1CCC(=O)N(CC2CCCCC2)C1 (configuration not stated)	2	14%	i	-1%	6%	-1%	1.5	-10
CN(C)C(=O)c1cccc(-c2cnc3c(NC=O)cc(-c4ccccc4Cl)cn23)c1	8	-66%[inhibitor]	i	.	?	16%	-0.9	13
COc1cc(OC)c(C2C(C(=O)N3CCOCC3)=C(C)NC3=C2C(=O)CC(C)(C)C3)cc1OC (configuration not stated)	1	-7%[57.5 µM]	i	-2%	-2%[57.1 µM]	6%	-2.3	1
CCOc1ccc(C(=O)CCC(=O)Nc2cc(C)ccn2)cc1	-5	i	i	-3%	-7%	0%	-1.6	-2
COc1cccc2c1Oc1ncccc1N(C(=O)CCC(=O)NCc1ccc(C)cc1)C2	-1	-7%&-8%	.	2%	-7%	5%	0.4	8&2
Cc1cc(C(=O)COC(=O)c2ccc(O)cc2)c(C)n1CC1COc2ccccc2O1 (configuration not stated)	-5	-95%[inhibitor]	i	-5%	-23%	8%	1.0	-6
CC1=NNC(=O)C1CC(=O)N/N=C/c1sccc1C (configuration not stated)	-14	i	i	1%	7%	7%	-2.4	-1
O=C1Nc2cc(C(=O)N3CCOCC3)ccc2S/C1=C/c1ccccc1F	14	-42%[inhibitor]	i	.	-11%	1%	-1.3	7
CC(=O)Nc1cc(C(F)(F)F)ccc1N1CCOCC1	-9	-3%[57.5 µM]	i	.	6%	-12%	-1.3	8
Cc1ccccc1CN1C(=O)c2ccccc2C1c1nnnn1C(C)C (configuration not stated)	-25	-9%	i	.	4%	4%	-0.5	-5
Cc1cc(SCC(=O)NCCCN2CCCC2=O)nc2ccccc12	19	-4%	i	0%	5%	-1%	1.4	-5
COc1ccc(C(C)=O)cc1Cn1cnc2c(cnn2C)c1=O	-3	-6%	i	1%	-1%	0%	-3.2	4
CSCCC(NC(=O)COc1ccccc1)C(=O)OCC(=O)c1cc2ccccc2o1 (configuration not stated)	-21	-5%[57.5 µM]	i	-3%	-6%	3%	-0.2	-6
O=C(CCN1C(=O)c2ccccc2S1(=O)=O)N1CCN(c2ccc(F)cc2)CC1	0	-12%	i	-2%	-10%	9%	0.8	0
CC(=O)Nc1cc(-c2ccc(CO)cc2)cn2c(-c3ccc(F)cc3)cnc12	-50*	-22%	i	.	15%	10%	-4.2	-5
COc1ccc(C(=O)N/C(=C\c2cn(S(=O)(=O)N(C)C)c3ccccc23)C(=O)NC(C)C)cc1	9	i	i	-4%	1%	-8%	-1.2	2
CC(C)C(=O)N1CCN(c2nc(-c3ccccc3)c3c(c2C#N)CC(C)(C)OC3)CC1	0	i	i	-2%	-6%[57.1 µM]	-2%	1.1	-2
Cc1[nH]n(-c2ccccc2)c(=O)c1/C=N/c1ccccn1	0	-8%	i	-4%	11%	4%	-0.6	7
CN(CC(=O)Nc1ccc(Cl)cc1)C(=O)CCc1nc2sc3c(c2c(=O)[nH]1)CCCC3	6	-10%	i	-1%	-6%	-6%	-4.5	-5
NNC(=O)c1cc2c(s1)CCCCCC2	-2	-13%[57.5 µM]	i	-3%	-5%	7%	1.1	-11
CCN(CC)CCn1c2c(c(SCC(=O)Nc3ccccc3Cl)nc1=O)CCCC2	?	i	i	-4%	0%	12%	-2.8	-12
COc1cccc(NC(=O)CSc2nc3ncc(Br)cc3[nH]2)c1	28	-35%[inhibitor]	i	-13%	-6%	-4%	0.2	5
CNC(=O)NC(=O)COC(=O)c1cccc(S(=O)(=O)N2CC3(C)CC2CC(C)(C)C3)c1 (configuration not stated)	-1	-9%	i	-1%	-7%	5%	-3.2	0

Part of the list above, with two lines to a compound.
Value order: D3 antag | PTHR1 ag | pAkt inh | MmCpn inh | EPAC2 antag | EPAC2 agonist | CCT modulator | DRD3 agonist
COC(=O)c1cc(S(=O)(=O)NCC2CCN(Cc3ccc(F)cc3)CC2)cn1C
  11 | -4% | i | 3% | 1% | 4% | -0.4 | -2&-20
CCOC(=O)C1=CN2CCC[C@H]2CC1=O
  5 | 16% | i | -3% | 17% | 4% | -3.5 | 3
COc1cccc(CNC(=O)C2CCN(S(=O)(=O)c3ccc(-n4cnnn4)cc3)CC2)c1
  -8 | i | i | 2% | 10% | 6% | 2.6 | -5
O=C(Nc1ccccc1)c1cccc(S(=O)(=O)Nc2ccccn2)c1
  0 | -12% | i | 1% | -3% | -9% | -2.8 | -3
COc1cccc(C2(O)CCN(C(=O)c3cccs3)CC2)c1
  7 | i | i | 1% | 1% | 11% | -2.3 | 4
O=C(Nc1ccc(F)cc1)C(c1ccccc1)N1CCN(S(=O)(=O)c2c(F)cccc2F)CC1 (configuration not stated)
  2 | i | i | 1% | 0% | 1% | 1.4 | 2
C/C(=N\Nc1cc(-c2ccccc2)nc(-c2ccc(Br)cc2)n1)c1cccc(N)c1
  ? | -7% | i | . | 7% | 14% | -65* | 0
Cc1cccc(N(CC(=O)N2CCN(C)CC2)S(=O)(=O)c2ccccc2)c1
  3 | i | i | -2% | -6% | 6% | -0.6 | -2
CCc1c(-c2ccccc2OC)ncn1Cc1cccc(-c2ccccc2)c1
  3 | i | i | . | -9% | 6% | . | -8
